# High-throughput results as filed in PubChem BioAssay.
# proCasp3 act – activates human procaspase-3 | P42574 | recombinant procaspase-3 D3A, Ac-DEVD-pNA absorbance 405 nm | activation, % at 8.5 µM | 330,000 compounds, 0.11% hits | AID 463141;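 active means activation above the mean of all tested compounds plus 3 SD, cut at about 21% in these data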;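 further: 0% = DMSO alone and 100% = DMSO wells spiked with extra 5 µM PC-3 D3A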
# Target sequence (P42574 whole entry D9A/D28A/D175A): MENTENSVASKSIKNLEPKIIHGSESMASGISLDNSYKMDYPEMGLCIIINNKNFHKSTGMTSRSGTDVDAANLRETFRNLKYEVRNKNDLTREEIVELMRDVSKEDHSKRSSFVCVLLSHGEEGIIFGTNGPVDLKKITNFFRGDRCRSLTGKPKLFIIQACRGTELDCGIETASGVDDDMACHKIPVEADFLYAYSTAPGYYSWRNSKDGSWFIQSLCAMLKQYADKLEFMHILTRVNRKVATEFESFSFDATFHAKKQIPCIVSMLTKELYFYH
#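 Test system: Procaspase-3 D3A mutant, all three cleavage aspartates alanine | Dosing: Single dose, 8.5 µM nominal compound, 0.8% DMSO | Schedule: 1 h preincubation, 2 h reaction | Technique: 405 nm absorbance of p-nitroaniline, reads at 0 and 120 min | Repeats: One well per compound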
# VLA-4 inh – inhibition in a human VLA-4 binding assay; VLA-4 expressing cells, ligand binding flow cytometry; inhibition, % (about 7 µM as worked out from the volumes in the protocol); 330,000 compounds, 0.2% hits; AID 2557; in the data active means inhibition above about 50%
# PP1 inh – blocks human PP1-alpha phosphatase, a PP5 counter-screen. inhibition, % at 6.7 µM. P62136. AID 2235. 320,000 compounds, 0.9% hits. purified PP1alpha, OMFP fluorescence;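 active means inhibition above the mean inhibition of all tested compounds plus 3 SD, computed separately for each screening campaign, cut at about 15% in these data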
# Target sequence (P62136 whole entry, looked up): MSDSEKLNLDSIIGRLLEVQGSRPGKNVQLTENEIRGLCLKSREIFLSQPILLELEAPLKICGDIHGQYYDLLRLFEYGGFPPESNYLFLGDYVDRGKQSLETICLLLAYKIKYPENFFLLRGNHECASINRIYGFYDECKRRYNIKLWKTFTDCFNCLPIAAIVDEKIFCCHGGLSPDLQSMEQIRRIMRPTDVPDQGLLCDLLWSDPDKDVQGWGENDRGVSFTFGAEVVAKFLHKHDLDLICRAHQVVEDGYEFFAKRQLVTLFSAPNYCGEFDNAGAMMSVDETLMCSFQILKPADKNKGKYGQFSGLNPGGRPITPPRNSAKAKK
# HCV core dimer – HCV core protein dimerization inhibition; TR-FRET GST/Flag-core106 dimerization, 1536-well; inhibition, % at 5 µM; 300,000 compounds, 0.33% hits; AID 1899;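 active means inhibition above the mean of all tested compounds plus 3 SD, set per screening campaign, cut at about 45% in these data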
#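 Material: Tagged HCV core106 pair (GST and Flag) | Amount: GST-core106 13.5 nM, Flag-core106 17 nM | Medium: KF-containing HEPES buffer, pH 7.45, DTT, CHAPS, BSA | Reagent: Eu donor and XL665 acceptor anti-tag antibodies | Schedule: 4 h at 22.5 °C | Technique: Time-resolved FRET, ex 340 nm, em 617 and 671 nm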
# CTSL1 counter – counter-screen for PFM18AAP inhibitors: inhibitors of F. hepatica cathepsin L1 | recombinant F. hepatica cathepsin L1, Z-Leu-Arg-MCA fluorescence | inhibition, % at 5.96 µM | 300,000 compounds, 0.49% hits | AID 1906;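 active means inhibition above the mean of all tested compounds plus 3 SD, set per screening campaign, cut at about 17% in these data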;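 further: 0% = plate median of test compound wells and 100% = 1 µM Z-Phe-Ala-diazomethylketone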
# JMJD2C inh – inhibitors of human GASC-1 (JMJD2C) demethylase. Q9H3R0. GST-JMJD2C(1-420) H3K9me3 demethylation, DELFIA europium. inhibition, % at 2.35 µM. 330,000 compounds, 0.069% hits;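 active means more than half of a compound's replicate wells show inhibition beyond 50%, single wells judged on their own value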;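 further: signal counts dimethyl H3K9 product captured on neutravidin plate; 0% = median of DMSO wells and 100% = 0.3 times that DMSO median; strong numbers were not always called active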
# PP5 inh – inhibitors of human protein phosphatase 5 (PP5). 320,000 compounds, 0.18% hits. purified PP5c, OMFP substrate fluorescence. P53041. inhibition, % at 6.7 µM;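 active means inhibition above the campaign's mean inhibition across all tested compounds plus 3 SD, cut at about 9.5% in these data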;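 further: 0% = DMSO only and 100% = 100 µM cantharidin control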
# GRK2 inh – blocks RNA aptamer binding to human GRK2. 330,000 compounds, 0.59% hits. bead flow cytometry, FAM-aptamer displacement from GRK2. P25098. inhibition of aptamer binding, % at 10 µM;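 active means inhibition of aptamer binding above 40%, roughly 3 SD of noise, on plates passing a quality check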;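 further: median bead fluorescence of bound FAM aptamer so fluorescent compounds give negative values; no value below 0 was filed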
# proCasp7 act – counter-screen: procaspase-7 (human) activation | P55210 | recombinant procaspase-7, Ac-DEVD-pNA absorbance 405 nm; D23A/D198A/D206A triple mutant, cannot self-cleave; scale: DMSO 0, 5 µM enzyme 100 | activation, % at 8.5 µM | 330,000 compounds, 0.093% hits;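 active means percent activation above the screen-wide mean plus 3 SD, cut at about 25% in these data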
# Target sequence (P55210 whole entry D23A/D198A/D206A): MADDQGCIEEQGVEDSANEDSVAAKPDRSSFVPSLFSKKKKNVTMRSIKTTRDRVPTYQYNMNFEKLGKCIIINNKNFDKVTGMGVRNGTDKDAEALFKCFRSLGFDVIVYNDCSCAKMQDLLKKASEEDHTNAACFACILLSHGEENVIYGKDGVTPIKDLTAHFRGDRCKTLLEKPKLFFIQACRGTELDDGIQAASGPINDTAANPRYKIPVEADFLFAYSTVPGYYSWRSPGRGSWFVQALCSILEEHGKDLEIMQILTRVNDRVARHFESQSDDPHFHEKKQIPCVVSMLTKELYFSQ
#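 Replicates: singlicate. Assay system: Procaspase-7 triple mutant (PC-7 D3A). Signal: 405 nm absorbance of p-nitroaniline. Times: 1 h preincubation, 2 h reaction. Buffer or medium: Zinc-free HEPES pH 7.4 with 300 mM NaCl, 0.01% Triton X-100. Also added: DEVD-pNA substrate. Benchmarks: DMSO wells as 0%, DMSO with 5 µM added PC-7 as 100%.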
# * marks the source's active call; other numbers are inactive results; i = inactive; nt = not tested or not shown.
smiles	proCasp3 act	VLA-4 inh	PP1 inh	HCV core dimer	CTSL1 counter	JMJD2C inh	PP5 inh	GRK2 inh	proCasp7 act
COc1ccc(S(=O)(=O)N2CCC(C(=O)NCc3ccncc3)CC2)cc1OC	1	2	0	-2	-4	20	-1.6	0	4
O=C(Nc1ccccc1)N1CCN(c2ccccn2)CC1	4	-2	-1	-11	-2	10	0.7	3	-14
COc1cc(C(C(=O)NC2CCCC2)N(C(=O)c2ccco2)c2ccccc2C(C)=O)cc(OC)c1OC (centres undefined)	-6	-2	-1	-3	-3	5	0.5	0	-5
CCOC(=O)C1CCN(C2CC(=O)N(c3cccc(Cl)c3)C2=O)CC1 (centres undefined)	-32	37	-3	2	-1	-3	3.7	2	-20
CCN1CCN(C(=S)Nc2cccc([N+](=O)[O-])c2)CC1	1	11	-3	-2	-1	7	0.8	0	5
O=C1C(c2ccc(F)cc2)N(Cc2ccc3c(c2)OCO3)C(=O)CN1C1CCCC1 (centres undefined)	7	-6	1	-1	-2	1	0.6	2	10
COc1ccc(OC)c(NC(=O)Cn2c(=O)oc3ccccc32)c1	-8	-2	-8	2	-1	3	-3.0	0	-4
O=C(CC1NCCNC1=O)Nc1ccc([N+](=O)[O-])cc1 (centres undefined)	1	-1	3	-2	1	i	4.0	0	2
C[C@H]1CN([C@@H](C)CO)C(=O)Cc2cc(NC(=O)CCC(F)(F)F)ccc2O[C@H]1CN(C)CC1CC1	4	3	nt	nt	nt	nt	nt	0	9
CCNC(=S)Nc1cc(OC)c(NC(=O)c2ccco2)cc1OC	-2	2	-6	-4	-1	-22	-1.5	14	9
CC(C)(C)c1cccc(P(=O)(c2ccccc2)c2ccccc2)c1O	6	-5	1	4	2	-1	3.8	2	-5
CN(/N=C/c1ccccc1O)C(=S)c1ccccc1	7	0	9	-1	3	-2	2.7	0	8
CCOC(=O)c1c(N)sc(C(=O)N(CC)CC)c1C	0	6	-1	0	-4	-1	-1.1	2	6
Cc1cc(C)c(S(=O)(=O)c2ccccc2)c(N(C)C)n1	4	0	-3	-4	2	-3	2.0	6	-9
O=[N+]([O-])c1ccc(NCCCO)c(S(=O)(=O)N2CCOCC2)c1	-2	18	-4	1	1	-7	0.2	12	3
CCCCCCNc1c([N+](=O)[O-])cc(C)cc1[N+](=O)[O-]	-10	-5	-2	-1	4	-2	-1.9	0	15
O=C(COC(=O)C1=COCCO1)NC1CCCCC1	5	-3	4	-2	0	-6	-2.1	2	8
C/C(=N\NC(=O)CSCc1ccccc1Cl)c1cc(O)ccc1O	-3	-2	-4	2	3	nt	1.8	3	-10
CC(C)CN(C(=O)CSc1nncn1C)C1CCS(=O)(=O)C1 (centres undefined)	13	3	-5	nt	nt	4	-0.6	0	-1
N#C/C(=C\c1c(F)cccc1Cl)S(=O)(=O)c1ccccn1	-3	-3	-1	3	2	-10	-0.8	0	8
CC1Cc2ccccc2N1S(=O)(=O)c1cccc(C(=O)N2CC(=O)Nc3ccccc32)c1 (centres undefined)	-4	-3	-5	3	0	0	0.7	0	-3
C=CCOC(=O)C1=C(C)Nc2nnnn2C1c1cc(OC)ccc1OC (centres undefined)	1	23	-4	-5	-2	2	-1.0	1	11
COc1ccc(NC(=O)Nc2cccs2)cc1OC	-12	12	-14	-4	7	6	1.6	0	-10
CCN(CC)S(=O)(=O)c1ccc(C)c(NC(=O)COc2ccc(Cl)cc2Br)c1	1	5	0	9	2	2	-2.5	0	6
COc1ccc(-c2noc(N3CCCC(C(=O)Nc4ccc(C(C)=O)cc4)C3)n2)cc1 (centres undefined)	6	3	-1	5	0	-17	2.7	2	12
CC1CN(Cc2nnc(-c3ccccc3)o2)CC(C)O1 (centres undefined)	3	5	0	3	0	0	1.2	0	2
CC(NCc1ccccc1)c1ccccc1O (centres undefined)	1	-6	-5	0	-1	4	-1.4	0	28*
Cc1ccc(CNC(=O)CCc2ccccc2)cc1	-4	10	-4	-3	1	-7	2.7	2	7
CCOC(=O)COc1cccc(C2NC(=O)c3ccccc3O2)c1 (centres undefined)	2	12	2	5	-1	-2	1.7	4	5
COc1ccc(N2CC(O)(c3ccc(F)cc3)[N+]3=C2CCCC3)cc1 (centres undefined)	7	-25	-1	0	0	-4	0.9	1	5
Cc1ccc(S(=O)(=O)CCC(=O)OCC(=O)N2CCN(S(=O)(=O)c3ccccc3)CC2)cc1	3	0	-4	-5	-60	-3	1.8	0	-1
COc1cccc(C2CC(c3ccccc3Cl)n3ncnc3N2)c1 (centres undefined)	-5	21	2	-2	1	-15	2.5	0	8
COc1ccccc1N1CCN(/N=C/C(Cl)=C/c2ccccc2)CC1	0	-9	3	-2	1	-3	0.8	0	5
O=C(Nc1nc(-c2ccccc2)cs1)c1ccc(S(=O)(=O)N2CCc3ccccc32)cc1	-7	-4	2	26	4	2	-1.3	0	0
COc1ccc(S(=O)(=O)N(CC(=O)NCc2cccnc2)c2ccc(C)cc2)cc1OC	12	5	-1	5	-2	-5	1.6	0	4
CSc1nc2nc(-c3ccc(F)cc3)c(CCN3CCN(C)CC3)cn2n1	13	5	-5	1	3	-1	-0.8	0	6
Cc1ccc2c(c1)C1(C(=O)N2C)N2CC3(C)CN1CC(C)(C2)C3=O (centres undefined)	4	14	-1	1	-1	-5	0.0	0	-5
COc1ccc(NC(=O)CCC(=O)c2cccs2)cc1Cl	4	8	-7	11	-5	-10	1.4	2	-2
Cn1c(=O)oc2cc(S(=O)(=O)N3CCC(C(=O)NCc4ccc(F)cc4)CC3)ccc21	3	-9	-3	-28	2	-1	0.8	0	4
Nc1ncnc(Nc2cc(Cl)cc(Cl)c2)c1[N+](=O)[O-]	-11	nt	-6	-11	-2	6	1.3	3	-1
O=C1CSC(c2ccccc2Br)N1c1ccc(Cl)cn1 (centres undefined)	6	-10	1	3	1	11	0.9	1	9
CCc1nc(SCC(=O)Nc2ccc(F)cc2)c2c(=O)n(C)c(=O)n(C)c2n1	4	-7	5	10	3	2	3.7	4	3
CCc1cc(Cn2nc(-c3ccccc3)cc2C(=O)NCc2cccc(C(F)(F)F)c2)on1	7	23	6	2	1	12	3.1	1	0
COc1cc(C(=O)Nc2nnc(CC(C)C)s2)c([N+](=O)[O-])cc1OC	1	5	0	7	7	-10	-1.3	0	-3
Cc1cccc(C(=O)NC2CCN(S(=O)(=O)c3ccccc3F)CC2)c1	-4	5	2	1	-2	-15	-0.6	0	-21

# Some of the entries so far, as labelled records:
CCOC(=O)c1c(N)sc(C(=O)N(CC)CC)c1C
  proCasp3 act: 0; VLA-4 inh: 6; PP1 inh: -1; HCV core dimer: 0; CTSL1 counter: -4; JMJD2C inh: -1; PP5 inh: -1.1; GRK2 inh: 2; proCasp7 act: 6
Cc1cc(C)c(S(=O)(=O)c2ccccc2)c(N(C)C)n1
  proCasp3 act: 4; VLA-4 inh: 0; PP1 inh: -3; HCV core dimer: -4; CTSL1 counter: 2; JMJD2C inh: -3; PP5 inh: 2.0; GRK2 inh: 6; proCasp7 act: -9
O=[N+]([O-])c1ccc(NCCCO)c(S(=O)(=O)N2CCOCC2)c1
  proCasp3 act: -2; VLA-4 inh: 18; PP1 inh: -4; HCV core dimer: 1; CTSL1 counter: 1; JMJD2C inh: -7; PP5 inh: 0.2; GRK2 inh: 12; proCasp7 act: 3

# Next structures:
smiles	proCasp3 act	VLA-4 inh	PP1 inh	HCV core dimer	CTSL1 counter	JMJD2C inh	PP5 inh	GRK2 inh	proCasp7 act
COc1ccc(Oc2nnc(-c3ccc(C)cc3)c3ccccc23)cc1	1	-5	-1	0	1	6	1.6	3	-3
CC1CCN(C(=O)CNC(=O)c2ccc(Cl)cc2Cl)CC1	-8	1	-7	-4	-8	1	0.1	0	-8
CCSc1nnc2n1C(C)(C)Cc1ccccc1-2	-3	5	-1	2	-2	15	1.2	0	2
CSc1nc2nc3c(c(=O)n2[nH]1)CN(Cc1ccccc1)CC3	1	6	0	4	-2	0	0.1	4	-1
Cc1ccc(NC(=O)CSc2nnc(-c3cccnc3)n2CCN2CCCCC2)cc1	4	15	-8	-4	3	-8	-0.3	1	5
COc1ccccc1NS(=O)(=O)c1cc(NC(=O)c2cccs2)ccc1N1CCCCC1	1	-3	4	22	4	-3	3.6	0	-3
Cc1c(CC(=O)NCCCCCC(=O)O)c(=O)oc2cc3occ(-c4ccccc4)c3cc12	1	1	-1	1	3	0	2.8	0	-1
Cc1cc(Oc2ccc(N)cn2)ccc1Cl	1	-11	-2	0	2	6	0.1	2	-25
COc1ccc(-c2cc(C(=O)Nc3cc(Cl)ccc3O)no2)cc1	6	-9	1	13	-4	-9	1.4	0	-11
CCc1ccccc1NC(=O)c1cccc(N2C(=O)C3C4CCC(C4)C3C2=O)c1 (centres undefined)	-4	-3	-1	-1	-2	-1	2.6	3	-4
O=C(COC(=O)CN1C(=O)NC2(CCCC2)C1=O)Nc1c(Cl)cccc1C(F)(F)F	8	-3	-4	-3	-13	3	1.1	4	6
CCOC(=O)c1cc(C(=O)OCC)c2cccc(C)n2c1=O	-6	10	-2	0	4	0	-0.9	2	-6
CCN(CC(=O)NCc1cccs1)C(=O)c1ccc(S(=O)(=O)Nc2ccccc2F)cc1	-1	0	-5	0	1	-24	-1.3	0	-4
O=C(NC1CCCC1)C(c1ccccc1)N(Cc1ccco1)C(=O)Cc1cccs1 (centres undefined)	0	19	1	9	-3	3	-0.1	2	5
COc1cc(CNCCSc2nnnn2C)cc(Br)c1OCc1ccc(F)cc1	-1	6	4	-4	6	-29	0.9	0	8
Cc1ccc([N+](=O)[O-])cc1N/C=C1\CCc2ccccc2C1=O	-1	5	0	-1	-2	-3	-0.4	3	-2
O=C(/C(=N\O)n1cncn1)c1ccc(Cl)cc1Cl	5	2	-5	-2	-3	2	1.0	0	8
COc1ccc(CN2CCNC(=O)C2CC(=O)NCCCC2CCCC2)c(F)c1 (centres undefined)	-1	5	2	-2	12	-1	1.0	0	1
CN(C)NC(=O)c1cccc(Cl)c1	-4	8	-5	-4	1	12	2.3	1	4
COc1ccccc1C(c1nnnn1CC1CCCO1)N1CCN(c2ccccc2)CC1 (centres undefined)	-5	-26	-4	1	4	5	3.7	2	1
CCCCn1c(N)c(N(CC(C)C)C(=O)CCCSc2nncs2)c(=O)[nH]c1=O	8	-12	0	4	-3	9	1.3	2	8
Cc1ccc(/C=C/C(=O)NC2=NCCS2)cc1	5	11	1	-5	6	-1	-1.4	0	8

# Random excerpt: two records from the list.
smiles	proCasp3 act	VLA-4 inh	PP1 inh	HCV core dimer	CTSL1 counter	JMJD2C inh	PP5 inh	GRK2 inh	proCasp7 act
Cc1ccc([N+](=O)[O-])cc1N/C=C1\CCc2ccccc2C1=O	-1	5	0	-1	-2	-3	-0.4	3	-2
Cc1ccc(/C=C/C(=O)NC2=NCCS2)cc1	5	11	1	-5	6	-1	-1.4	0	8
